High-throughput results: PubChem, National Center for Advancing Translational Sciences (NCATS)
ERG-DNA inh: ERG Ets/DNA interaction inhibition; 370,000 compounds, 0.028% hits; P11308; fluorescence polarization, His-ERG Ets domain / labelled DNA; AID 624246; Potency, µM (doses to about 76.9 µM), for the others: top-dose FP activity, negative = inhibition, actives largely listed as inhibitors; active means well fitted inhibition curve with a large enough effect in the polarisation, with a control signal flat; inconclusive means small, poorly fitted or top-dose-only effect, or effect the other way, or a change in a side signal; inactive means no such curve, though single readings can be large or run the other way; the % refers to the polarisation;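 further: polarization taken with two DNA probes labelled with fluorescein and Texas red; potency means the concentration at half of the fitted maximal effect; % of control where 0% means no effect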
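His-tagged ERG Ets domain (1 uM in the protein solution; 300mM KCl, 50mM Tris-HCl, 1mM EDTA, 1mM DTT, pH 7.5) received compound, then a probe mix of 5 nM fluorescein-DNA and 100nM Texas-615-DNA. Fluorescence polarization was read for both dyes.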
POLK inh: blocks human DNA polymerase kappa activity | Potency, µM (series often up to 107 µM), for inactives: top-dose activity, negative = inhibition, hits mostly inhibitors | Q9UBT6 | 400,000 compounds, 0.53% hits | purified Pol kappa, fluorescent DNA synthesis assay, 10 min | AID 588579; further: potency means the concentration at half of the fitted maximal effect; on the % scale 0 is the no-effect control and ±100 the full control effect
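Enzyme at 10 nM met test compounds for 15 min at room temperature. Substrate addition (50 nM final) began the reaction, which was monitored by fluorescence at 0 and 10 min.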
ALOX12 inh: blocks human arachidonate 12S-lipoxygenase | P18054 | purified 12hLO, xylenol orange hydroperoxide absorbance | Potency, µM (highest dose often 108 µM), for the others: at the top dose activity change, negative = inhibition, usual class: inhibitors | 580,000 compounds, 1.1% hits; further: potency means the concentration at half of the fitted maximal effect; on the % scale 0 is the no-effect control and ±100 the full control effect
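Purified human 12hLO at 150 nM in 25 mM Hepes, 0.01% Triton X-100, pH 7.0, preincubated 15 min at room temperature with compound. Reaction started with 40 uM arachidonic acid, 30 min at room temperature. Hydroperoxide measured by Fe-xylenol orange, 573/405 nm absorbance ratio.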
Anesthetic bind: binds horse apoferritin like a general anesthetic; P02791; 350,000 compounds, 0.074% hits; Potency, µM (highest dose often 77.5 µM), for inactives: top-dose activity change, negative = displacement, hits mostly inhibitors; apoferritin/1-aminoanthracene competitive binding, fluorescence; further: potency means the concentration at half of the fitted maximal effect; on the % scale 0 is the no-effect control and ±100 the full control effect; nearly all actives have a fitted effect of over 20% in size
Target sequence (P02791 2-175 limits assumed): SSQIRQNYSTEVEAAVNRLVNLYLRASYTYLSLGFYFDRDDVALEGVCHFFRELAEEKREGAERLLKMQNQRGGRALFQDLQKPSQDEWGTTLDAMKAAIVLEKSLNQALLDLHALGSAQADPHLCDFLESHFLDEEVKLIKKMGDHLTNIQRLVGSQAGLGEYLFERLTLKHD
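Horse-spleen apoferritin (10 uM) was mixed with 50% saturated 1-aminoanthracene in PBS, exposed to compounds for 10 min at room temperature, and read for fluorescence (ex 380 nm, em 535 nm). Competitive displacement was fitted with a four-parameter Hill equation.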
APE1 inh: blocks human APE1 abasic DNA cleavage; 350,000 compounds, 0.35% hits; AID 2517; Potency, µM (highest dose often 65.8 µM), for inactives: top-dose activity change, negative = inhibition, most hits filed as inhibitors; recombinant APE1, TAMRA/BHQ-2 abasic DNA cleavage fluorescence; P27695;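 further: potency means the concentration at half of the fitted maximal effect; plate controls were vehicle for no effect and reference inhibitor for full effect; nearly all actives have a fitted effect of over 55% in size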
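APE1 at 0.75 nM preincubated 15 min at room temperature with compound. Reaction then started with 50 nM double-stranded THF-abasic substrate labelled with TAMRA/BHQ-2, and 525/598 nm fluorescence read kinetically. Activity taken as third-minus-first read difference, normalized to DMSO and NSC13755 controls.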
Pol eta inh: inhibitors of human DNA polymerase eta | recombinant Pol eta, fluorescent DNA replication assay | Potency, µM (highest dose often 114 µM), without a hit: top-dose activity change, negative = inhibition, most hits filed as inhibitors | 390,000 compounds, 1.2% hits; further: potency means the concentration at half of the fitted maximal effect; on the % scale 0 is the no-effect control and ±100 the full control effect
Target sequence (Q9Y253 whole entry, looked up): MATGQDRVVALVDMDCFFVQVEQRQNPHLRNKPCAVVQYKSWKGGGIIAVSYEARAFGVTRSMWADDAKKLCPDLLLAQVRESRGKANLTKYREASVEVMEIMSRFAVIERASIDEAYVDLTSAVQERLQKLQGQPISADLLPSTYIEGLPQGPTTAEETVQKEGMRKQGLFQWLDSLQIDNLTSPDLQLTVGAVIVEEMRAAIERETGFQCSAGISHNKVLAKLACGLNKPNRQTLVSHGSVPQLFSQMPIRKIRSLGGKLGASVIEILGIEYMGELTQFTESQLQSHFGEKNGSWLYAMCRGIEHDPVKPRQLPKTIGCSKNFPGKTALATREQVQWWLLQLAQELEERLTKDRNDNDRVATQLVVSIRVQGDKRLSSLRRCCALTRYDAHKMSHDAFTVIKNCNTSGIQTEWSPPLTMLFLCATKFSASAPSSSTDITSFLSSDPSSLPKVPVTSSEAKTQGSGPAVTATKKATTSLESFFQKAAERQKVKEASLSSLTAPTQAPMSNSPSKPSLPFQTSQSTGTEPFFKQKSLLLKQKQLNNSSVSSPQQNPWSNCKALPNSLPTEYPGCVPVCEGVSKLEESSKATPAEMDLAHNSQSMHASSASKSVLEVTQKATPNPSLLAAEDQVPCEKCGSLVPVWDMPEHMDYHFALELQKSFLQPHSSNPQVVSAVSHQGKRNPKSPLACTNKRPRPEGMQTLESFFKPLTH
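Fluorescent replication assay: 50 nM final substrate added after a 15 min room-temperature compound preincubation with 10 nM enzyme. Signal taken at 0 min and again at 10 min.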
RGS4 inh: human RGS4 inhibition | Transcreener GDP fluorescence polarization, RGS4-accelerated GTP hydrolysis | AID 504845 | P49798 | Potency, µM (series often up to 114 µM), without a hit: at the top dose activity change, negative = inhibition, actives largely listed as inhibitors | 390,000 compounds, 0.039% hits; further: potency means the concentration at half of the fitted maximal effect; on the % scale 0 is the no-effect control and ±100 the full control effect; nearly all actives have a fitted effect of over 75% in size; some results filed as inactive show a strong effect at the top dose
Target sequence (P49798 whole entry, looked up): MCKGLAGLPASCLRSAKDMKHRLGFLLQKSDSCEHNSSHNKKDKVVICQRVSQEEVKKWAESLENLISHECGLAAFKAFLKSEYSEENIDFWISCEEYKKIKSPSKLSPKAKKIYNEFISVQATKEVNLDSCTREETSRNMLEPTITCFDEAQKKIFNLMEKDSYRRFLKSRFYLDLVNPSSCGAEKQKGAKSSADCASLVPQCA
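MLSMR compounds (23 nl, pin-transferred) preincubated 10 min at room temperature with a 500nM (2x) first reagent, then RGS4 at 900nM (2x) plus Transcreener GDP mix added; fluorescence polarization (620/688 nm) read before and after 90 min at 30 °C.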
POLB inh: blocks human DNA polymerase beta activity | AID 485314 | Potency, µM (top dose mostly 114 µM), for inactives: at the highest dose activity change, negative = inhibition, actives largely listed as inhibitors | 340,000 compounds, 1.3% hits | Pol beta primer extension/strand displacement, fluorescence kinetic; further: potency means the concentration at half of the fitted maximal effect; on the % scale 0 is the no-effect control and ±100 the full control effect
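Curves were derived by four-parameter Hill fits of normalized qHTS data. The kinetic fluorescent primer-extension read was taken at 0 and 10 min after 50 nM substrate, following a 15 min room-temperature preincubation of 10 nM enzyme with compounds.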
LDHA block: LDHA (human) enzyme inhibition; 480,000 compounds, 0.15% hits; activity change, % (values are at about 110 or 230 µM); P00338; purified LDHA, NADH/diaphorase-resazurin fluorescence; active compounds read low; in the data active means activity change below about -30%; inconclusive means mostly about -25% to -30%;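 further: plate controls were DMSO wells for no effect and wells without enzyme for full effect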
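LDH5 2 nM; NADH 0.06 mM, pyruvate 0.2 mM; 200 mM Tris pH 7.4, EDTA, Tween-20; 5 min RT. Detection: diaphorase 0.133 mg/mL + resazurin 37 µM, fluorescence ex540/em590 at 0 and 20 min; normalized to enzyme-free and DMSO wells.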
* marks the source's active call; other numbers are inactive results; [ ] = remark or other dose. Unless noted, the call rests on the fitted dose curve; in most records, active means well fitted curve in the direction sought with a large enough effect; inconclusive means small, poorly fitted or top-dose-only effect, or another doubt; inactive means no such curve, though single readings can be large; an effect the other way counts as inactive or inconclusive. The list is partial; count on the stated rates, not on these rows.

For CC(C)(C)c1ccc(/C=C/C(=O)c2ccc(NC3=NCCCS3)cc2)cc1 the results were ERG-DNA inh -5%, POLK inh -10%[60.1 µM], ALOX12 inh -24%, Anesthetic bind -16%, APE1 inh 5%, Pol eta inh -14%, RGS4 inh 7%, POLB inh 2% and LDHA block -3.
For O=C(Nc1ccc(NC(=O)c2ccco2)c(Cl)c1)c1ccccc1 the results were ERG-DNA inh 0%, POLK inh -9%, ALOX12 inh 2%, Anesthetic bind -1%, APE1 inh -1%, Pol eta inh 6%, RGS4 inh 9%, POLB inh inconclusive and LDHA block -8.
Cc1cc(C)c(NC(=O)C2CCN(c3nn4c(=O)cc(C)nc4s3)CC2)c(C)c1 was read as ERG-DNA inh -10%, POLK inh -2%, ALOX12 inh -4%, Anesthetic bind -6%, Pol eta inh -16%, RGS4 inh -26%, POLB inh 23% and LDHA block -2.
`CCc1ccccc1S(=O)(=O)Cc1ccc(C(=O)N2CCN(c3ccccc3OC)CC2)o1` gave ERG-DNA inh -6%, POLK inh -9%, ALOX12 inh 15%, Anesthetic bind -5%, APE1 inh -7%, Pol eta inh -6%, RGS4 inh -12%, POLB inh 0% and LDHA block -2.
`CCn1c(=NC(=O)c2ccc(S(=O)(=O)N(C)C)cc2)sc2cccc(OC)c21` gave ERG-DNA inh 8%, POLK inh 14%, ALOX12 inh -12%, Anesthetic bind -3%, APE1 inh 9%, Pol eta inh -9%, RGS4 inh -18%, POLB inh 47% and LDHA block 2.
Screening Cc1cccc(NC(=O)c2cc3ccccc3c(=O)o2)n1 returned ERG-DNA inh 4%, POLK inh -9%, ALOX12 inh -5%, Pol eta inh 0%, RGS4 inh 12% and LDHA block -9.
Screening CC(OC(=O)c1ccc(=O)n(Cc2ccccc2)n1)C(=O)Nc1cccc(Cl)c1 (centres undefined) returned ERG-DNA inh 4%, POLK inh -7%, ALOX12 inh inconclusive, APE1 inh 4%, Pol eta inh -5%, RGS4 inh -2% and LDHA block 0.
`COCCn1c(CCC(=O)Nc2ccc(OC)c(OC)c2)nc2cccnc21` gave ERG-DNA inh 2%, POLK inh -2%, ALOX12 inh -7%, Anesthetic bind 0%, Pol eta inh 1%, RGS4 inh 5%, POLB inh 34% and LDHA block 4.
`O=C(c1ccc(Cn2c(=S)[nH]c3ccc(N4CCOCC4)cc3c2=O)cc1)N1CCC(N2CCCCC2)CC1` gave ERG-DNA inh -5%, POLK inh -5%, ALOX12 inh -8%, Anesthetic bind 56%[activator], APE1 inh -10%, Pol eta inh -6%, RGS4 inh -29%, POLB inh 0% and LDHA block 7.
For COc1ccc(CC(=O)N2CCCc3ccccc32)cc1 the results were ERG-DNA inh 7%, POLK inh -8%, ALOX12 inh -29%, Anesthetic bind inconclusive, APE1 inh -5%, Pol eta inh -13%, RGS4 inh -31%, POLB inh 2% and LDHA block 1.
`CCC(CO)Oc1cc(NCc2ccncc2)c2ncn(C(C)C)c2c1` (centres undefined) gave ERG-DNA inh -4%, POLK inh -12%, ALOX12 inh inconclusive, APE1 inh 10%, Pol eta inh -10%, RGS4 inh -13% and LDHA block 15.
For CCOc1ccc(-c2nonc2NC(=O)c2oc3ccc(Br)cc3c2C)cc1 the results were ERG-DNA inh 9%, POLK inh 2%, ALOX12 inh -14%, Anesthetic bind -20%, Pol eta inh -12%, RGS4 inh 12%, POLB inh 11% and LDHA block 6.
`CCC1Oc2ccc(C)cc2N(CC(=O)NCCc2ccccc2)C1=O` (centres undefined) gave ERG-DNA inh 2%, POLK inh -3%[60.1 µM], ALOX12 inh -15%, Anesthetic bind -5%, Pol eta inh -21%, RGS4 inh 26%, POLB inh 2% and LDHA block -1.
`Nc1nc(-c2ccc3c(c2)CCO3)cs1` gave ERG-DNA inh 6%, POLK inh -16%, ALOX12 inh -26%, Anesthetic bind -22%, APE1 inh -1%, Pol eta inh -21%, RGS4 inh -27%, POLB inh 2% and LDHA block -2.
Screening COc1ccccc1-n1cc(-c2ccc([N+](=O)[O-])cc2)[nH]c1=S returned ERG-DNA inh -2%, POLK inh -5%, ALOX12 inh 0%, Anesthetic bind -1%, APE1 inh 4%, Pol eta inh -8%, RGS4 inh -18%, POLB inh 5% and LDHA block -3.

Continued; it opens with the 2 that closed the last part.
`Nc1nc(-c2ccc3c(c2)CCO3)cs1` gave ERG-DNA inh 6%, POLK inh -16%, ALOX12 inh -26%, Anesthetic bind -22%, APE1 inh -1%, Pol eta inh -21%, RGS4 inh -27%, POLB inh 2% and LDHA block -2.
Screening COc1ccccc1-n1cc(-c2ccc([N+](=O)[O-])cc2)[nH]c1=S returned ERG-DNA inh -2%, POLK inh -5%, ALOX12 inh 0%, Anesthetic bind -1%, APE1 inh 4%, Pol eta inh -8%, RGS4 inh -18%, POLB inh 5% and LDHA block -3.
COC(=O)c1ccc(Cn2c(CN3CCOCC3)nc3ccccc3c2=O)o1 was read as ERG-DNA inh -8%, POLK inh 4%, ALOX12 inh 0%, Anesthetic bind -10%, APE1 inh inconclusive, Pol eta inh -14%, RGS4 inh 1%, POLB inh 14% and LDHA block -8.
Screening CCCCC(=O)OCC(=O)C1(O)Cc2c(O)c3c(c(O)c2C(OC2CC(NC(=O)C(F)(F)F)C(O)C(C)O2)C1)C(=O)c1c(OC)cccc1C3=O (centres undefined) returned POLK inh inconclusive, ALOX12 inh -11%, Pol eta inh -22%, RGS4 inh 19% and LDHA block 6.
Screening Cc1nc(N)nc(N/N=C/c2ccccc2)n1 returned ERG-DNA inh 4%, POLK inh 16%, ALOX12 inh -5%, Anesthetic bind 6%, APE1 inh 17%, Pol eta inh -11%, RGS4 inh -19%, POLB inh 32% and LDHA block 0.
Screening Cc1cccc(-n2c(SCC(=O)N3CCCC3)nnc2-c2ccccn2)c1C returned ERG-DNA inh -13%, POLK inh -15%, ALOX12 inh 8%, Anesthetic bind -15%, APE1 inh 8%, Pol eta inh -15%, RGS4 inh 4%, POLB inh 27% and LDHA block -4.
For CC(=O)Nc1ccc(S(=O)(=O)Nc2ccc3c(c2)CCC3)cc1 the results were ERG-DNA inh 3%, POLK inh -5%, ALOX12 inh inconclusive, Anesthetic bind -6%, APE1 inh -7%, Pol eta inh -6%, RGS4 inh 16%, POLB inh -1% and LDHA block -2.
`Cc1nccn1-c1c([N+](=O)[O-])c(=O)n(C)c2ccccc12` gave ERG-DNA inh 13%, POLK inh -6%, ALOX12 inh 0%, Anesthetic bind 1%, APE1 inh 0%, Pol eta inh -21%, RGS4 inh -20%, POLB inh 1% and LDHA block 5.
Screening Cc1c(Cl)cccc1NC(=O)C1CCCN(c2ncnc3onc(C)c23)C1 (centres undefined) returned ERG-DNA inh 3%, POLK inh 0%, ALOX12 inh -12%, Anesthetic bind -2%, Pol eta inh -17%, RGS4 inh -17%, POLB inh -1% and LDHA block -5.
`COc1ccc(C(=O)NC(=S)N2CCCCC2c2cccnc2)cc1OC` (centres undefined) gave ERG-DNA inh -3%, POLK inh 19%, ALOX12 inh -8%, Anesthetic bind -16%, APE1 inh 2%, Pol eta inh -13%, RGS4 inh -37%, POLB inh 93% and LDHA block 0.
Cc1cc(NC(=O)C2CCN(S(=O)(=O)c3cccc4nsnc34)CC2)ccc1Br was read as ERG-DNA inh -2%, POLK inh -7%, ALOX12 inh 0%, Anesthetic bind -12%, Pol eta inh -3%, RGS4 inh 1%, POLB inh -9% and LDHA block 1.
For CN(C(=O)COc1cccc(C#N)c1)C1CCS(=O)(=O)C1 (centres undefined) the results were ERG-DNA inh 3%, POLK inh -8%, ALOX12 inh 346%[activator], APE1 inh 16%, Pol eta inh -5%, RGS4 inh -4% and LDHA block -1.
For Nc1cc(C(F)(F)F)ccc1NCCc1ccccn1 the results were ERG-DNA inh 30%[activator], POLK inh -1%, ALOX12 inh -14%, Anesthetic bind -5%, APE1 inh -15%, Pol eta inh -6%, RGS4 inh -5%, POLB inh 2% and LDHA block 0.
For COCCN(C(=O)c1ccccc1F)c1c(N)n(Cc2ccccc2)c(=O)[nH]c1=O the results were ERG-DNA inh -6%, POLK inh -9%, ALOX12 inh 2%, Anesthetic bind -5%, APE1 inh 0%, Pol eta inh -6%, RGS4 inh 11%, POLB inh 1% and LDHA block -2.
For CCOc1ccccc1NC(=O)c1cccc(NC(=O)C(C)C)c1 the results were ERG-DNA inh 1%, POLK inh 6%, ALOX12 inh -4%, Anesthetic bind -14%, APE1 inh 5%, Pol eta inh -7%, RGS4 inh -11%, POLB inh 4% and LDHA block 1.
Cc1cc(C)cc(NC(=O)C(=O)NCC(c2ccc3c(c2)OCO3)N2CCOCC2)c1 (centres undefined) was read as ERG-DNA inh -1%, POLK inh -3%[60.1 µM], ALOX12 inh 0%, Anesthetic bind -4%, Pol eta inh -19%, RGS4 inh -18%, POLB inh -10% and LDHA block 6.
For COc1ccc(OCc2cc(C(=O)NCC(C)(C)N3CCOCC3)no2)c(Cl)c1 the results were ERG-DNA inh 13%, POLK inh -10%, ALOX12 inh -4%, Anesthetic bind inconclusive, APE1 inh 12%, Pol eta inh -18%, RGS4 inh -37%, POLB inh 13% and LDHA block 4.
